Screens: PubChem BioAssay, Johns Hopkins Ion Channel Center
CHT inh – inhibits the human high affinity choline transporter; hit rate 0.86% among 310,000; B-score at 10 µM; CHT-expressing cells, membrane potential dye, choline response; stronger effect = lower value; Q9GZV3;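 active means B-score over 3 SD under the library average, and starting fluorescence ratio not unusually high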;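 further: choline stimulus applied at its EC90 after an EC20 pre-addition; B-score computed on integrated fluorescence ratio after choline addition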
Target sequence (Q9GZV3 whole entry, looked up): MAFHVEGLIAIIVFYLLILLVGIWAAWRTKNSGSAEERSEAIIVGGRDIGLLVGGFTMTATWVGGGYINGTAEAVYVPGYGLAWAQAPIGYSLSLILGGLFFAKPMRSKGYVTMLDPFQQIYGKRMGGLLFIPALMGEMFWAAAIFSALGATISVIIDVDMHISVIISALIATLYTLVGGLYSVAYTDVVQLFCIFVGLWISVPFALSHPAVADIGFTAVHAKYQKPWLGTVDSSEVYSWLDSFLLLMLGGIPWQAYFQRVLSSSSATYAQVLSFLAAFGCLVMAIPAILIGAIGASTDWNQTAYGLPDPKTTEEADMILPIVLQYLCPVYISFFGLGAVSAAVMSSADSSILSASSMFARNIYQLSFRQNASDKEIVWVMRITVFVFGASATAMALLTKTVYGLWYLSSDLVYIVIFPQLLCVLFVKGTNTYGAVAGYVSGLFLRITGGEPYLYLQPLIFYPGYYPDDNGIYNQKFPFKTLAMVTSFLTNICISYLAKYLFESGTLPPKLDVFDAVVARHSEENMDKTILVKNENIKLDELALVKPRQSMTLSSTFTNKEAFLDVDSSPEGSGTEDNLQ
CHT allo act – allosterically activates the human high affinity choline transporter; hit rate 0.49% among 310,000; CHT-expressing cells, membrane potential dye, choline EC20; stronger effect = higher value; LV-AA mutant CHT in HEK293 cells; AID 488977; Q9GZV3; B-score at 10 µM;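 active means initial fluorescence not abnormally high and integrated response B-score, plate-corrected, over 3 SD above library mean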
* marks the source's active call; other numbers are inactive results; i = inactive.

The first 2 compounds, to show the layout:
SMILES	CHT inh	CHT allo act
Cc1ccc(S(=O)(=O)c2c(C)nn(C(C)(C)C)c2OC(=O)CC(C)C)cc1	i	i
CCOC(=O)CSC1=C(C#N)C(c2ccc(C)s2)CC(=O)N1 (stereo unspecified)	i	i

Results, from the start:
SMILES	CHT inh	CHT allo act
Cc1ccc(S(=O)(=O)c2c(C)nn(C(C)(C)C)c2OC(=O)CC(C)C)cc1	i	i
CCOC(=O)CSC1=C(C#N)C(c2ccc(C)s2)CC(=O)N1 (stereo unspecified)	i	i
COC(=O)c1ccc(CN(c2ccccc2Cl)S(C)(=O)=O)cc1	i	i
COc1ccc(-c2nc(CS(=O)CC(=O)NCc3ccc(Cl)cc3)c(C)o2)cc1OC (stereo unspecified)	i	i
COc1ccc(-c2c(NC(=O)c3ccco3)oc3c(C)cccc3c2=O)cc1	i	i
Cc1ccccc1NC(=O)Nc1ccccc1C(=O)NCc1ccccc1	i	i
CSc1cnc2c(N)nc(N(C)C)nc2n1	i	i
COc1ccc(-c2ccc(SCC(=O)N3c4ccccc4CC3C)nn2)cc1OC (stereo unspecified)	i	i
NC(=S)N/N=C/c1cccc(Br)c1	i	i
CCCCN(C(=O)c1cccc(S(=O)(=O)N2CCOCC2)c1)c1c(N)n(CCC)c(=O)[nH]c1=O	i	i
O=C(O)CCC(=O)CCC(=O)c1ccccc1	i	i
COc1ccc(CC(=O)Nc2ccc(-c3noc(COc4ccccc4C)n3)cc2)cc1	i	i
C=CCOc1c(Cl)cc(CNCCC)cc1Cl	i	i
CN(CC(=O)Nc1ccccc1Cl)C(=O)CSc1nc2ccccc2s1	i	i
CCN(CC)S(=O)(=O)c1cc(NC(=O)CCCOc2ccc(C(C)=O)cc2)ccc1C	i	i
CC(=O)N(C(C)=O)c1ncnc2c1c(-c1ccc(Cl)cc1)nn2C(C)(C)C	i	i
CCc1ccc2nc3sc(C(=O)N4CCc5ccccc54)c(N)c3cc2c1	i	i
Cc1sc2nc(CN(C(=O)NC3CCCCC3)C3CCCC3)[nH]c(=O)c2c1C	i	i
O=C1ON=C(c2ccccc2)/C1=C/c1ccco1	-6.6*	i
CCn1c(SCc2ccc(C)cc2)nnc1-c1nn(-c2ccccc2)ccc1=O	i	i
CCOC(=O)Cn1ccc(-c2ccccc2)c(C#N)c1=O	i	i
CC(CCn1cccn1)NC(=O)c1cc(COc2ccc(F)cc2Cl)on1 (stereo unspecified)	i	i
COc1ccc(NC(=O)c2ccc3nc[nH]c3c2)c(OC)c1	i	i
O=C(NC12CC3CC(CC(C3)C1)C2)c1cc(F)c(F)c(F)c1F	i	i
CC(/C=N/NC(=O)c1ccncc1)=C\c1ccc(C(C)C)cc1	i	i
O=C(NCc1cccnc1)/C(=C\c1ccc(-c2ccc(Br)cc2)o1)S(=O)(=O)c1ccccc1	i	i
CC(=O)N1CCN(c2ccccc2NC(=O)COc2cc(C)cc(C)c2)CC1	i	i
Cc1ccc([N+](=O)[O-])cc1NC(=O)CCc1ccccc1	i	i
O=C(c1ccc(Cl)cc1Cl)N1CCC(c2nc3c(nnn3Cc3ccco3)c(=O)[nH]2)CC1	i	i
CCCN(c1ccc(OCC)cc1)S(=O)(=O)c1ccc2c(c1)NC(=O)CO2	i	i
Cc1nnc(SCC(=O)NC2CCCCC2)n(N)c1=O	i	i
CC(C)(CO)Nc1ncnc2onc(-c3ccc(F)cc3)c12	i	i
CN(Cc1ccc(F)cc1)C(=O)c1cccc(S(=O)(=O)N2CCN(Cc3ccccc3)CC2)c1	i	i
COCCCn1c(C2CCCCC2)nc2oc3cc(OC)ccc3c(=O)c2c1=O	i	i
COC(=O)c1cccc(NC(=O)Cn2cnc3ccccc3c2=O)c1	i	i
CC(=O)c1ccc(C(=O)N(C)C2CCCN(Cc3ccccc3F)C2)s1 (stereo unspecified)	i	i
CS(=O)(=O)c1ccc(C(=O)NCCN2C(=O)S/C(=C\c3cccnc3)C2=O)cc1[N+](=O)[O-]	i	i
CC(C)Oc1ccc(C(=O)O)cc1	i	i
Cc1cccc(NC(=O)CSc2nnc(C)c(=O)n2N)c1	i	i
Cc1ccc(C(=O)C2CCN(S(=O)(=O)c3c(C)noc3C)CC2)cc1	i	i
C=CCNC(=O)CC1C(=O)NCCN1Cc1c(F)cccc1Cl (stereo unspecified)	i	i
CC(C)Cn1cc(C(=O)NCc2cccs2)c2c3ccccc3n(C)c2c1=O	i	i
Cn1c(CSCc2ccc(Cl)cc2)n[nH]c1=S	i	i
CC(NC(=O)c1cc(F)c(F)c(F)c1F)c1ccc(-n2ccnc2)cc1 (stereo unspecified)	i	i
COc1cccc(/C=N/N2CCOCC2)c1O	i	i
N#C/C(=C/c1ccc(N2CCCCC2)o1)C(=O)NCCc1c[nH]c2ccccc12	i	i
COc1ccccc1NC(=O)C1CC(O)CN1C(=O)Oc1ccccc1 (stereo unspecified)	i	i
Cc1cc(-c2nc3ncccc3o2)ccc1N	i	i
CCOc1ccc(N2C(=O)C3C(c4ccc(O)cc4)NC(CCSC)(C(=O)OC)C3C2=O)cc1 (stereo unspecified)	i	i
CC(C)COc1ccc(C(=O)Nc2sc3c(c2C(=O)O)CC(C)(C)OC3)cc1	i	i
NC(=O)CC(NC(=O)c1ccc(Br)cc1)c1ccc(N2CCCCCC2)c([N+](=O)[O-])c1 (stereo unspecified)	-7.7*	i
COc1ccc(C2=NOC(C(=O)Nc3ccc4c(c3)OCO4)C2)cc1OC (stereo unspecified)	i	i
COc1cc(/C=N/NC(=O)c2ccc3c(c2)OCCO3)cc(Cl)c1O	i	i
CCc1cccc(NC(=O)c2cc(S(=O)(=O)N(C)C)ccc2N2CCCC2)c1	i	i
CCOC(=O)C1=NNC(C(=O)c2ccc(OC)cc2)C1c1ccccc1 (stereo unspecified)	i	i
COc1cc(C(C)=O)ccc1OC(=O)C(C)N1C(=O)c2ccccc2C1=O (stereo unspecified)	i	i
CCC(=O)N(CCc1ccccc1)Cc1cc2cc3c(cc2[nH]c1=O)OCO3	i	i
COc1cc(NC(=O)Nc2cccc([N+](=O)[O-])c2)cc(OC)c1	i	i
COc1ccc(-c2nnc(SC(C)C(=O)Nc3c(C)n(C)n(-c4ccccc4)c3=O)o2)cc1 (stereo unspecified)	i	i
Cn1cc(CN2CCN(CCc3ccccc3)C(CCO)C2)cn1 (stereo unspecified)	i	i

Remaining list, next part
SMILES	CHT inh	CHT allo act
COc1ccc(NC(=O)CN(c2ccc([N+](=O)[O-])cc2)S(=O)(=O)c2ccccc2)c(OC)c1	i	i
Cc1ccc(CSc2nnc(-c3ccco3)o2)cc1	i	i
CC(=Nc1ccc(Br)cc1)c1sc2ccccc2c1O	i	i
CC(C)OC(=O)CSc1nnc(SCc2cccc3ccccc23)s1	i	i
CCOc1ccc2[nH]c(=O)c(CN(CC3CCCN3CC)C(=O)NCc3ccccc3)cc2c1 (stereo unspecified)	i	i
Fc1cccc(Cl)c1/C=C/c1cnc2ccccc2n1	i	i
CCN1CCN(Cc2ccc(NC(=O)c3ccc(C)c(NC(=O)c4ccc5n[nH]nc5c4)c3)cc2C(F)(F)F)CC1	i	i
CCOC(=O)NC(=O)CSc1nc2ccc(C)cc2[nH]1	i	i
Cc1cccc(Nc2nnc(C)c(=O)n2N)c1	i	i
ClC(=C\c1ccccc1)/C=N/N1CCN(c2ccccn2)CC1	i	i
O=C(CSc1nc2[nH]ncc2c(=O)n1-c1ccccc1Cl)N1CCCC1	i	i
Cc1nn(C)c(C(=O)Sc2cccc(Cl)c2)c1[N+](=O)[O-]	i	i

Part of the list above in a different format:
Order of values: CHT inh | CHT allo act
Fc1cccc(Cl)c1/C=C/c1cnc2ccccc2n1
  i | i
CCN1CCN(Cc2ccc(NC(=O)c3ccc(C)c(NC(=O)c4ccc5n[nH]nc5c4)c3)cc2C(F)(F)F)CC1
  i | i
CCOC(=O)NC(=O)CSc1nc2ccc(C)cc2[nH]1
  i | i

(cont.)
SMILES	CHT inh	CHT allo act
COc1ccccc1N(CC(=O)N1CCCCCC1)S(=O)(=O)c1ccc(C)cc1	i	i
COc1ccc(-c2onc(C)c2-c2ccccc2)c(O)c1	i	i
CCn1c2ccccc2c2cc(/C=N/NC(=O)c3cc(O)cc(O)c3)ccc21	i	i
Cc1nc2cc(-c3ccccc3)nn2c(C)c1CCC(=O)NCc1ccco1	i	i
Cc1ccc(NC(=O)CCNC(=O)c2ccccc2Cl)cc1S(=O)(=O)N(C)C	i	i
Cc1cc(C)c(C#N)c(Nc2cccc(Br)c2)n1	i	i
Cc1cc(NC(=O)C(C)SCC(=O)OC(C)C(=O)Nc2cccc(C#N)c2)no1 (stereo unspecified)	i	i
Fc1ccc(C(c2nnnn2CCc2ccccc2)N2CCCc3ccccc32)cc1 (stereo unspecified)	i	i
COc1ccc(C(=O)NC(=S)Nc2ccccc2F)cc1	i	i
O=C(CCC(=O)N(CC(=O)NC1CCCC1)Cc1ccc(F)cc1)Nc1nccs1	i	i
Cc1ccc(SCC2CNc3nc4ccccc4c(=O)n32)c(C)c1 (stereo unspecified)	i	i
COC(=O)c1ccc(COc2ccc(C(=O)c3ccccc3)cc2)o1	i	i
CCC(=O)N1CCN(c2ccc(Cl)cc2NC(=O)c2cccc([N+](=O)[O-])c2)CC1	i	i
Cc1ccccc1S(=O)Cc1ccc(C(=O)NCCN2CCOCC2)o1 (stereo unspecified)	i	i
CCN(CC)C(=O)c1ccc(NS(=O)(=O)c2ccc(/C=C/C(=O)O)cc2)cc1	i	i
CC(C)(C)c1ccc(OCCNC(=O)c2ncn[nH]2)cc1	i	i
CCOc1cc(/C=N/N2CCOCC2)ccc1OCc1ccc(C(=O)OC)o1	i	i
O=C(NCCN1CCOCC1)c1cc(-c2cccs2)nc2ccccc12	i	i
CC(C)(C)N(Cc1nc(-c2ccccc2)no1)C(=O)c1ccc2c(c1)OCO2	i	i
Cn1c(C(=O)c2ccccc2)nc2ccccc21	i	i
O=C(CCNC(=O)c1ccccc1Cl)Nc1nc(-c2ccc(F)cc2)cs1	i	i
COc1ccc(/C=N/N=C(\N)c2nonc2N)cc1OC	i	i
CCOC(=O)C1=C(N)N(c2ccccc2)C2=C(C(=O)CCC2)C1c1cccnc1 (stereo unspecified)	i	i
Cc1ccc(OCC(=O)N2CCCCCCC2)cc1C	i	i
O=C(NNS(=O)(=O)c1ccc(Br)cc1)c1sccc1-n1cccc1	i	i
N#Cc1ccccc1CSc1nc(N2CCCCC2)nc(N2CCCCC2)n1	i	i
CCc1nnc(NS(=O)(=O)c2ccc(NC(=O)c3cc4ccccc4oc3=O)cc2)s1	i	i
Cc1cc(-c2onc(C)c2C(=O)Oc2ccc(Cl)cc2)no1	i	i
COc1ccc(N2CCN(CC(O)COc3ccc(C)c(C)c3)CC2)cc1 (stereo unspecified)	i	i
CC(=O)c1cc(C)ccc1OC(=O)CCN1C(=O)C2C3c4ccccc4C(c4ccccc43)C2C1=O (stereo unspecified)	i	i
N#Cc1nc(Cc2cccc3ccccc23)oc1N1CCCCC1	i	i
O=C(Nc1nonc1NC(=O)C1CCCCC1)C1CCCCC1	i	i
Cc1ccc(C(C(=O)NC2CCCCC2)N2CCOCC2)cc1 (stereo unspecified)	i	i
O=C(Nc1nccs1)c1ccccc1[N+](=O)[O-]	i	i
COC(=O)c1cc2sccc2n1CC(=O)N1CCCc2ccccc21	i	i
CO[C@H]1/C=C/O[C@@]2(C)Oc3c(C)c(O)c4c(O)c(c(C=NN5CCN(C)CC5)c(O)c4c3C2=O)NC(=O)/C(C)=C\C=C\[C@H](C)[C@H](O)[C@@H](C)[C@@H](O)[C@@H](C)[C@H](OC(C)=O)[C@@H]1C	i	i
COc1ccc(-c2cc(C(F)(F)F)nc(-n3cncn3)n2)cc1	i	i
CCOC(=O)CSc1nc2c(c(=O)[nH]1)C(C)(CC)Cc1ccccc1-2 (stereo unspecified)	i	i
CCOC(=O)N1C2=NC(C(=O)OC)=C(C(=O)OC)[C@@H]3N(Cc4ccccc4)c4ccccc4[C@]23C[C@H]1C(=O)OC	i	i
COc1ccc(S(=O)(=O)N2CC(=O)Nc3ccccc32)cc1Cl	i	i
CCN(Cc1ccccc1)Cc1c(C)[nH]c2c(C)c(C)ccc2c1=O	i	i
COC(=O)c1cc(CNC(=O)c2ccc(N3CCCC3)c([N+](=O)[O-])c2)ccc1OC	i	i
COc1ccc(NC(=S)N(Cc2ccc(C)cc2)Cc2ccccn2)cc1	i	i
CCCCC1CCC(C(=O)OCC(=O)Nc2ccc(S(N)(=O)=O)cc2)CC1 (stereo unspecified)	i	i
CN(CC(=O)Nc1ccccc1C(F)(F)F)C(=O)CC1OC(=O)c2ccccc21 (stereo unspecified)	i	i
CCCc1nnc(NS(=O)(=O)c2ccccc2)s1	i	i
CN1CCC(NCCC(c2ccc(F)cc2)c2ccc(Cl)cc2)CC1 (stereo unspecified)	i	i
CCOc1ccccc1C(=O)N[C@H](C(=O)Nc1ccc(OC)c(S(=O)(=O)N2CCOCC2)c1)C(C)C	i	i
Cc1nn(CC(=O)NCCc2ccc(Cl)cc2)c(=O)c2cccn12	i	i
COc1ccc(OC)c2c1C(=O)C(Cl)=C(Cl)C2=O	i	i
CN1/C(=C\C=C(C#N)C#N)C(C)(C)c2ccccc21	i	i
COc1cc2c(cc1OC)C(C)N(C(=O)Nc1ccccc1)CC2 (stereo unspecified)	i	i
